Bioassay records as filed in PubChem BioAssay.
Pol eta inh = inhibitors of human DNA polymerase eta. Potency, µM (titrated, usually from 114 µM), for the others: at the top dose activity change, negative = inhibition, most hits filed as inhibitors. recombinant Pol eta, fluorescent DNA replication assay. 1.2% of 390,000 active. AID 588591. Q9Y253; also: % is scaled to controls: 0 for no effect and ±100 for the full control effect
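Fluorescent replication assay: 50 nM final substrate added after a 15 min room-temperature compound preincubation with 10 nM enzyme. Signal taken at 0 min and again at 10 min.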
BAZ2B block = BAZ2B (human) inhibition | Q9UIF8 | AlphaScreen BAZ2B-H3K14Ac peptide displacement | Potency, µM (top dose mostly 114 µM), without a hit: at the highest dose activity change, negative = inhibition, usual class: inhibitors | 4.4% of 360,000 active | AID 504333; also: % is scaled to controls: 0 for no effect and ±100 for the full control effect; nearly all actives have a fitted effect of over 60% in size
Target sequence (Q9UIF8 whole entry, looked up): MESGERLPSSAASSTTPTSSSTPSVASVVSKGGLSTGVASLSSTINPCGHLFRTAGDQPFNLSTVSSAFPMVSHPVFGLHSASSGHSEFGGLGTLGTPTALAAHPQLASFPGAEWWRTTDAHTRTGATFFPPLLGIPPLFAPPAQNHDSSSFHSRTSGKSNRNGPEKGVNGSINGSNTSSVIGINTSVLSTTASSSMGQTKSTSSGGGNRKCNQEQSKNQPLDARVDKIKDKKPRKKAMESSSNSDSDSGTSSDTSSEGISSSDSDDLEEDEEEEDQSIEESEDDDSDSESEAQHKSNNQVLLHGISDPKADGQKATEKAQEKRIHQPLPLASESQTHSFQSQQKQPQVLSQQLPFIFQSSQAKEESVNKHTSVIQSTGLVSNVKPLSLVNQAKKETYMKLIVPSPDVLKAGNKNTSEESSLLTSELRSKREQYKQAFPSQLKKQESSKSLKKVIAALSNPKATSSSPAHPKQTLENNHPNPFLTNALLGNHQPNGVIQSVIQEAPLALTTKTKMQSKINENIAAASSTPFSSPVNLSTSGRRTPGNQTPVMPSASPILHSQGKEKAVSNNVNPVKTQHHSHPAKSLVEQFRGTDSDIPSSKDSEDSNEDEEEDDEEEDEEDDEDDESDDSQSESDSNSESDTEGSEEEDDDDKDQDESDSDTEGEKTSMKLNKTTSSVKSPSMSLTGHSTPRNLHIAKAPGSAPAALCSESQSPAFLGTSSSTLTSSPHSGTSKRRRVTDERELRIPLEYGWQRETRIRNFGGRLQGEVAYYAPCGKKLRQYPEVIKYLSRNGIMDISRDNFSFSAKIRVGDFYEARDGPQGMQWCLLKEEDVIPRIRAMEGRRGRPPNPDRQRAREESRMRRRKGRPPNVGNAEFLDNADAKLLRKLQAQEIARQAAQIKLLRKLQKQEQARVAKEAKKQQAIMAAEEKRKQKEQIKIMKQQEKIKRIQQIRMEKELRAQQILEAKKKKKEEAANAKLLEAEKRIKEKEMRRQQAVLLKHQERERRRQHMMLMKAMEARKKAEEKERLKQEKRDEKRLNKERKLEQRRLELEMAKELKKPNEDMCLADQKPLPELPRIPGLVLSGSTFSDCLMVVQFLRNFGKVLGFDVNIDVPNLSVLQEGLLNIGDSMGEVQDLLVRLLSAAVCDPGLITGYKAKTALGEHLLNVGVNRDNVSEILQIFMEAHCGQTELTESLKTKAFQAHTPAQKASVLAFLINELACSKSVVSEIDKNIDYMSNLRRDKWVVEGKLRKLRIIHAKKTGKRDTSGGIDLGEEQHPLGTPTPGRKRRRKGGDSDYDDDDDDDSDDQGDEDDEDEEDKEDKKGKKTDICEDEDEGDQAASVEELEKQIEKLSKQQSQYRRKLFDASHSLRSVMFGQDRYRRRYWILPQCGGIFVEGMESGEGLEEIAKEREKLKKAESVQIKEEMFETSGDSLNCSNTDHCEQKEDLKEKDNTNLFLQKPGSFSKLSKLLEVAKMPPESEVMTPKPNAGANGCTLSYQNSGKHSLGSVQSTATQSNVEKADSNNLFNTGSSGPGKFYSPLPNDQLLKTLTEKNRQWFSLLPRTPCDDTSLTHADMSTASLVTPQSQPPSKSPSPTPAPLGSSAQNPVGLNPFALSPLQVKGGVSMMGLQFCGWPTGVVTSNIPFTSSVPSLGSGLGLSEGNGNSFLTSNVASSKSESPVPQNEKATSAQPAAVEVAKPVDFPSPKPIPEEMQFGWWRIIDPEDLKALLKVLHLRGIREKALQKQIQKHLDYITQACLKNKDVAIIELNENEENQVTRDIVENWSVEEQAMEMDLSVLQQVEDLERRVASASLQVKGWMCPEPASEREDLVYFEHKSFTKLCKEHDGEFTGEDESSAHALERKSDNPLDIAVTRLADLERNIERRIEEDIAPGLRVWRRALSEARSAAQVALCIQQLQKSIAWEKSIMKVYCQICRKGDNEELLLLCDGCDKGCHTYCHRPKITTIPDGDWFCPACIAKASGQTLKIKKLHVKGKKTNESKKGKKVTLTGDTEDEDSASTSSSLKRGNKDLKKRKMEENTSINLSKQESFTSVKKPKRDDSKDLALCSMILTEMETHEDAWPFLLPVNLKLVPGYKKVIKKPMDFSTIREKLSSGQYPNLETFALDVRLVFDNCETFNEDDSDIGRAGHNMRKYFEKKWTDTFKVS
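BAZ2B 50 nM plus b-H3(5-23)K14Ac 50 nM, PBS pH 7.4/0.01% Tween-20, 30 min RT; compound added (max 110 uM), 30 min RT; streptavidin donor/Ni-chelate acceptor beads 10 ug/mL final, 20 min dark; AlphaScreen read.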
BLM inh = Bloom syndrome helicase (human) inhibition | P54132 | recombinant BLM DNA unwinding, fluorescence dequenching | Potency, µM (doses to about 56.1 µM), for the others: at the top dose activity change, negative = inhibition, hits mostly inhibitors | 0.2% of 350,000 active | AID 2528;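 also: plate controls were vehicle for no effect and no enzyme for full effect; nearly all actives have a fitted effect of over 35% in size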
APEX1 inh = APE1 (human) endonuclease inhibition; P27695; recombinant APE1, TAMRA/BHQ-2 abasic DNA cleavage fluorescence; Potency, µM (titrated, usually from 65.8 µM), for the others: at the top dose activity change, negative = inhibition, actives largely listed as inhibitors; 0.35% of 350,000 active; AID 2517;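 also: plate controls were vehicle for no effect and reference inhibitor for full effect; nearly all actives have a fitted effect of over 55% in size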
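APE1 at 0.75 nM preincubated 15 min at room temperature with compound. Reaction then started with 50 nM double-stranded THF-abasic substrate labelled with TAMRA/BHQ-2, and 525/598 nm fluorescence read kinetically. Activity taken as third-minus-first read difference, normalized to DMSO and NSC13755 controls.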
G9a inh = blocks human histone lysine methyltransferase G9a. Q96KQ7. Potency, µM (series often up to 102 µM), without a hit: at the highest dose activity, negative = inhibition, usual class: inhibitors. G9a H3K9 monomethylation, AlphaScreen, 2 h. AID 504332. 8.8% of 350,000 active; also: % is scaled to controls: 0 for no effect and ±100 for the full control effect; nearly all actives have a fitted effect of over 75% in size
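Quantitative HTS format: methyltransferase activity on a biotin-tagged H3K9 peptide is measured by AlphaScreen, using a rabbit anti-monomethyl-H3K9 antibody with streptavidin donor and anti-IgG acceptor beads. Final levels are 20 nM enzyme, 500 nM peptide, 20 uM SAM; 2 h RT.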
POLK inh = blocks human DNA polymerase kappa activity. Q9UBT6. purified Pol kappa, fluorescent DNA synthesis assay, 10 min. Potency, µM (titrated, usually from 107 µM), for inactives: at the top dose activity, negative = inhibition, actives largely listed as inhibitors. 0.53% of 400,000 active. AID 588579; also: % is scaled to controls: 0 for no effect and ±100 for the full control effect
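10 nM Pol kappa preincubated 15 min at room temperature with compounds, then reaction started with substrate at 50 nM final. Fluorescence read kinetically at 0 and 10 min; buffer-only wells served as negative control.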
POLI inh = blocks human DNA polymerase iota activity. Pol iota fluorescent replication assay, 10 min. Potency, µM (top dose mostly 115 µM), without a hit: at the top dose activity, negative = inhibition, hits mostly inhibitors. 1% of 390,000 active. AID 588590
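Pol iota at 10 nM preincubated 15 min with compounds at room temperature; reaction started with fluorescent substrate, 50 nM final. Fluorescence read kinetically at 0 and 10 min; buffer-only wells as negative control.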
Apoferritin bind = binds horse apoferritin like a general anesthetic; P02791; apoferritin/1-aminoanthracene competitive binding, fluorescence; Potency, µM (top dose mostly 77.5 µM), for inactives: top-dose activity change, negative = displacement, hits mostly inhibitors; 0.074% of 350,000 active; also: % is scaled to controls: 0 for no effect and ±100 for the full control effect; nearly all actives have a fitted effect of over 20% in size
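Steps: apoferritin (10 uM) was premixed with half-saturated 1-AMA in PBS, compounds were pin-transferred, plates stood 10 min at room temperature, fluorescence was read at 380/535 nm, and curves were fitted with a Hill equation.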
Pol beta inh = blocks human DNA polymerase beta activity. Potency, µM (top dose mostly 114 µM), for inactives: top-dose activity change, negative = inhibition, hits mostly inhibitors. 1.3% of 340,000 active. AID 485314. Pol beta primer extension/strand displacement, fluorescence kinetic. P06746; also: % is scaled to controls: 0 for no effect and ±100 for the full control effect
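Reaction started by 50 nM substrate onto compound-treated Pol beta (10 nM, 15 min preincubation, room temperature); plates read at 0 min and 10 min. Normalized concentration-effect data fitted by four-parameter Hill equation.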
* hit, by the source's call; [ ] = another dose, or the depositor's remark. Calls follow the shape of the dose curve; as a rule, active = well fitted curve in the direction sought with a large enough effect; inconclusive = small, poorly fitted or top-dose-only effect, or another doubt; inactive = no such curve, though single readings can be large; an effect the other way counts as inactive or inconclusive. Potency is read from the fitted curve at half-maximal effect.

For O=C(CCN=C1NS(=O)(=O)c2ccccc21)OCc1nnc(-c2ccccc2)o1 the results were Pol eta inh -2%, BAZ2B block -5%, APEX1 inh -9%, G9a inh inconclusive, POLK inh -5% and POLI inh 18%.
`Cc1ccc2sc(NC(=O)c3ccc4c(c3)OCCO4)nc2c1C` gave Pol eta inh -23%, BAZ2B block 0%, BLM inh -10%, G9a inh 5%[59 µM], POLK inh -2%[60.1 µM], POLI inh 17%, Apoferritin bind -16% and Pol beta inh 3%.
Screening CCOC(=O)/C(=C/C=C1\Sc2ccccc2N1CC)C(C)=O returned Pol eta inh -6%, BAZ2B block -32%, BLM inh 0%, APEX1 inh 3%, G9a inh inconclusive, POLK inh -8%, POLI inh -15%, Apoferritin bind -3% and Pol beta inh -21%.
For CCc1nc2nc(C)c(NS(=O)(=O)c3ccc4c(c3)CCCC4)c(=O)n2[nH]1 the results were Pol eta inh -1%, BAZ2B block -1%, BLM inh 2%, APEX1 inh 29%, G9a inh -13%, POLK inh -5%, POLI inh 16%, Apoferritin bind 0% and Pol beta inh 23%.
Screening CN(C)c1ccc(C(=O)c2ccc(O)cc2O)cc1 returned Pol eta inh -5%, BAZ2B block inconclusive, BLM inh -4%, APEX1 inh -2%, G9a inh -25%[59 µM], POLK inh -2%, POLI inh 2%, Apoferritin bind -13% and Pol beta inh -1%.
`Cc1ccc(CSCCNC(=O)c2ccc(Cl)c(S(=O)(=O)N3CCOCC3)c2)cc1` gave Pol eta inh -17%, BAZ2B block inconclusive, BLM inh -9%, APEX1 inh -4%, G9a inh 22%, POLK inh -2%, POLI inh 23%, Apoferritin bind inconclusive and Pol beta inh 0%.
Screening O=C(c1ccc2c(Cl)c3c(nc2c1)CCCC3)N1CCN(c2ccccc2F)CC1 returned Pol eta inh -20%, BAZ2B block -2%[57.1 µM], BLM inh -11%, G9a inh inconclusive, POLK inh -3%, POLI inh 17%, Apoferritin bind inconclusive and Pol beta inh 2%.
Screening CSCCC(NC(=O)c1ccc(C(C)(C)C)cc1)C(=O)O (stereo unspecified) returned Pol eta inh -21%, BAZ2B block -14%, BLM inh -1%, APEX1 inh -2%, G9a inh 21%[0.0925 µM], POLK inh -7%, POLI inh 133%[activator], Apoferritin bind 1% and Pol beta inh 13%.
Screening COC(=O)CSc1nc(C)c(C)c(C)c1C(N)=O returned Pol eta inh -20%, BAZ2B block -2%, BLM inh 1%, APEX1 inh -10%, G9a inh 8%, POLK inh 8%, POLI inh 11%, Apoferritin bind -7% and Pol beta inh -12%.
O=C(C1CCC1)N1CCN(c2ccc(Cl)cc2)CC1 was read as Pol eta inh 3%, BAZ2B block 5%, BLM inh 0%, APEX1 inh -9%, G9a inh 5%, POLK inh -3%, POLI inh 89%[activator], Apoferritin bind -9% and Pol beta inh -4%.
Screening CCOc1cccc(C(=O)Nc2ccc(N3CCN(S(C)(=O)=O)CC3)cc2)c1 returned Pol eta inh -5%, BAZ2B block -2%, BLM inh -3%, APEX1 inh 0%, G9a inh 4%, POLK inh 9%, POLI inh 10%, Apoferritin bind -12% and Pol beta inh 3%.
`CCC(C)c1ccccc1NC(=O)COC(=O)CCc1cc(OC)c(OC)c(OC)c1` (stereo unspecified) gave Pol eta inh -24%, BAZ2B block 12%, BLM inh 0%, APEX1 inh -2%, G9a inh 13%[59 µM], POLK inh -12%, POLI inh 14%, Apoferritin bind -11% and Pol beta inh 0%.
Screening C=CCn1c(=S)[nH]c2cc(C(=O)NCCc3ccc(S(N)(=O)=O)cc3)ccc2c1=O returned Pol eta inh -8%, BAZ2B block -3%, APEX1 inh -6%, G9a inh inconclusive, POLK inh -3% and POLI inh -3%.
Cc1cccc(C(=O)Nc2nnc(S(=O)(=O)N3c4ccccc4CC3C)s2)c1 (stereo unspecified) was read as Pol eta inh -5%, BAZ2B block inconclusive, BLM inh -1%, G9a inh -30%[59 µM], POLK inh 5%, POLI inh 2%, Apoferritin bind 1% and Pol beta inh 10%.
O=C(Nc1ccc(Oc2ccccc2)nc1)C1CCN(Cc2ccco2)CC1 was read as Pol eta inh 2%, BAZ2B block -12%, BLM inh -4%, APEX1 inh 29%, G9a inh 16%, POLK inh -2%, POLI inh -22%, Apoferritin bind -6% and Pol beta inh 23%.
Screening Cn1c(SCc2ccc(Br)cc2)nc2ccccc2c1=O returned Pol eta inh -14%, BAZ2B block 47%[activator], BLM inh -6%, APEX1 inh 5%, POLK inh -13%, POLI inh 165%[activator], Apoferritin bind -4% and Pol beta inh -10%.
Cc1cc(OCC(=O)N2CCc3ccccc3C2)c(C)cc1Br was read as Pol eta inh -8%, BAZ2B block 20%, BLM inh -9%, APEX1 inh -18%, G9a inh 104%[activator][59 µM], POLK inh -9%, POLI inh 18%, Apoferritin bind 64%[activator] and Pol beta inh 9%.
Screening Cn1cccc1C(=O)NC(=O)COC(=O)c1ccc(S(C)(=O)=O)cc1 returned Pol eta inh -11%, APEX1 inh 11%, POLK inh 3% and POLI inh 14%.
For COc1ccc(C2CC(=O)Nc3sc(=N)c4c(N)c(C#N)c(N)nc4c32)cc1OC (stereo unspecified) the results were Pol eta inh -3%, BAZ2B block 5%, BLM inh -5%, APEX1 inh -3%, G9a inh -30%[59 µM], POLK inh -4%, POLI inh 25%, Apoferritin bind -13% and Pol beta inh 32%.
For COC(CNC(=O)c1ccc(CS(=O)(=O)c2c(Cl)cccc2Cl)o1)OC the results were Pol eta inh -18%, BAZ2B block -6%, BLM inh -2%, APEX1 inh -11%, G9a inh 9%, POLK inh 2%, POLI inh 11%, Apoferritin bind 0% and Pol beta inh 31%.
For COc1ccc(Oc2cc(Cl)nc(N)n2)cc1 the results were Pol eta inh -12%, BAZ2B block -19%, BLM inh -3%, APEX1 inh -4%, G9a inh 50µM*, POLK inh -7%[60.1 µM], POLI inh -3%, Apoferritin bind 6% and Pol beta inh 5%.
For COc1ccc(C2CC(C(F)(F)F)n3nc(C(=O)N(C)Cc4cn(C)nc4C)c(Cl)c3N2)cc1 (stereo unspecified) the results were Pol eta inh -14%, BAZ2B block 6%, BLM inh -1%, APEX1 inh -2%, G9a inh inconclusive, POLK inh 1%, POLI inh -4%, Apoferritin bind -4% and Pol beta inh 25%.
For O=C(OCc1nnc(-c2ccccc2)o1)c1ccccc1 the results were Pol eta inh -18%, BAZ2B block 20%, BLM inh -4%, APEX1 inh 0%, G9a inh 54%[activator], POLK inh -14%, POLI inh 129%[activator], Apoferritin bind -16% and Pol beta inh 38%.
`Cc1ccccc1OCC(=O)NNC(=S)NC(=O)c1ccco1` gave Pol eta inh 1%, BAZ2B block 9%, BLM inh 1%, APEX1 inh 2%, G9a inh inconclusive, POLK inh -2%, POLI inh 18%, Apoferritin bind -10% and Pol beta inh 10%.
`CC(=O)c1cc(NC(=O)c2cccc(C(F)(F)F)c2)c(=O)oc1/C=C/N(C)C` gave Pol eta inh -15%, BAZ2B block -5%, BLM inh -2%, APEX1 inh 2%, G9a inh 10%, POLK inh 2%, POLI inh 6%, Apoferritin bind -12% and Pol beta inh 8%.
CCOc1ccc(CNC(=O)Cc2ccc(NC(=O)N3CCCCc4ccccc43)cc2)cc1OC was read as Pol eta inh -24%, BAZ2B block -20%, BLM inh -2%, G9a inh -2%[59 µM], POLK inh -6%, POLI inh 36%[activator], Apoferritin bind -3% and Pol beta inh 3%.
For COc1ccc(-c2nnc(SCc3ccc(C(=O)O)cc3)n2N)cc1 the results were Pol eta inh -4%, BAZ2B block -8%, BLM inh -6%, APEX1 inh 2%, G9a inh 1%[59 µM], POLK inh -4%, POLI inh 7%, Apoferritin bind 5% and Pol beta inh 2%.
For CCOc1ccc(OCCn2c(S(=O)(=O)O)nc3c(N)ncnc32)cc1 the results were Pol eta inh 11%, BAZ2B block -1%, BLM inh -2%, APEX1 inh 32%, G9a inh inconclusive, POLK inh -1%, POLI inh 17%, Apoferritin bind -2% and Pol beta inh -2%.
Screening COC(=O)C1=C(C)NC(=O)NC1c1ccc([N+](=O)[O-])o1 (stereo unspecified) returned Pol eta inh -4%, BAZ2B block 9%, BLM inh 2%, APEX1 inh 1%, G9a inh 18%[59 µM], POLK inh 0%, POLI inh 20%, Apoferritin bind -6% and Pol beta inh 8%.
CCOc1ccc(-n2c(C)nnc2SCC(=O)N(CC)CC)cc1 was read as Pol eta inh -15%, BAZ2B block 4%, BLM inh -3%, APEX1 inh 11%, G9a inh -7%, POLK inh -9%, POLI inh 11%, Apoferritin bind -3% and Pol beta inh 4%.
Screening COCCN(C(=O)COC(=O)Cc1ccc(Cl)cc1Cl)c1c(N)n(Cc2ccccc2)c(=O)[nH]c1=O returned Pol eta inh -22%, BAZ2B block 10%, APEX1 inh 18%, G9a inh 1%[12.7 µM], POLK inh -6% and POLI inh 25%.
Screening N#Cc1nc(/C=C/c2ccc(F)cc2)oc1NC1CCCCC1 returned BAZ2B block -4%, BLM inh 0%, G9a inh 3%[59 µM], POLK inh -3%, POLI inh 7%, Apoferritin bind 100%[activator] and Pol beta inh 8%.
Cc1ccc(NC(=O)COC(=O)/C=C/c2ccc(Br)o2)cc1S(=O)(=O)N(C)C was read as Pol eta inh 5%, BAZ2B block inconclusive, BLM inh -12%, APEX1 inh inconclusive, G9a inh inconclusive, POLK inh inconclusive, POLI inh 45µM*, Apoferritin bind inconclusive and Pol beta inh -25%.

Three structures out of the list, arranged by number of heavy atoms, largest number first.
For COc1ccc(C2CC(C(F)(F)F)n3nc(C(=O)N(C)Cc4cn(C)nc4C)c(Cl)c3N2)cc1 (stereo unspecified) the results were Pol eta inh -14%, BAZ2B block 6%, BLM inh -1%, APEX1 inh -2%, G9a inh inconclusive, POLK inh 1%, POLI inh -4%, Apoferritin bind -4% and Pol beta inh 25%.
CCOc1ccc(-n2c(C)nnc2SCC(=O)N(CC)CC)cc1 was read as Pol eta inh -15%, BAZ2B block 4%, BLM inh -3%, APEX1 inh 11%, G9a inh -7%, POLK inh -9%, POLI inh 11%, Apoferritin bind -3% and Pol beta inh 4%.
Screening COC(=O)C1=C(C)NC(=O)NC1c1ccc([N+](=O)[O-])o1 (stereo unspecified) returned Pol eta inh -4%, BAZ2B block 9%, BLM inh 2%, APEX1 inh 1%, G9a inh 18%[59 µM], POLK inh 0%, POLI inh 20%, Apoferritin bind -6% and Pol beta inh 8%.

These rows are one share of the data, so the mix of outcomes need not match the whole.
